# Screening data (PubChem BioAssay)
# PABP1 MLLE inh – inhibitors of PABP1 MLLE–PAM2 peptide binding, primary screen, biochemical, fluorescence polarization, FITC-PAM2, GST-MLLE; 0.36% of 360,000 active; inhibition, % at 20 µM; in the data active means inhibition above about 35%, passing the limit was not always enough;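 further: plate controls were DMSO wells with GST-MLLE for no effect and wells lacking GST-MLLE protein for full effect; some results filed as inactive read as strong as hits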
# FAS TE block – FAS thioesterase domain inhibitors, primary screen, biochemical, fluorescence intensity, uHTS. Fatty acid synthase (Homo sapiens), P49327. recombinant FAS-TE, OMFH fluorogenic substrate, fluorescence endpoint. inhibition, % at 15 µM. 0.67% of 360,000 active;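 active means compounds whose normalised, plate-corrected inhibition of enzyme fluorescence in the single-dose primary screen is 50% or more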;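 further: 0% = DMSO with enzyme and 100% = substrate without enzyme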
# MsrA inh – bovine MsrA enzyme inhibitors, primary screen, biochemical, absorbance, HTS; purified bovine MsrA, absorbance read-out; inhibition, % at 15.5 µM; AID 651718, 2012; 0.75% of 360,000 active; in the data active means inhibition above about 4.5%;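 further: 0% = vehicle wells with enzyme and 100% = reference inhibitor wells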
# Rin1-Abl PPI inh – inhibitors of Rin1-Abl protein binding, primary screen, biochemical, TR-FRET | Tyrosine-protein kinase ABL1 (Homo sapiens) + Ras and Rab interactor 1 (Homo sapiens), … | inhibition, % at 7.35 µM | 0.4% of 360,000 active | AID 588664, 2011; in the data active means inhibition above about 5%, passing the limit was not always enough
# Tb MetRS inh – T. brucei MetRS inhibitors, primary screen, biochemical, luminescence; inhibition, % at 11.9 µM; methionyl-tRNA synthetase (Trypanosoma brucei brucei); purified T. brucei MetRS, ATP depletion, Kinase-Glo luminescence; 0.4% of 360,000 active; AID 624268, 2012;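 active means inhibition above a per-plate cutoff of the control wells' mean inhibition plus 3 SD, cut at about 5.5% in these data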;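 further: 0% = DMSO wells median and 100% = median of wells with control inhibitor compound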
#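 Test system: purified T. brucei MetRS enzyme. Also added: ATP, methionine and E. coli bulk tRNA substrates. Compound: 11.9 µM single point. Schedule: 15 min enzyme-compound preincubation, 2 h reaction, 10 min detection, 25 °C. Signal: luciferase luminescence of residual ATP, Kinase-Glo. Evaluation: percent inhibition versus plate control medians. Controls: DMSO wells, low control.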
# bovine MsrA act – bovine MsrA enzyme activators, primary screen, biochemical, absorbance, HTS; purified bovine MsrA, absorbance read-out; Methionine sulfoxide reductase A (Bos taurus); 0.3% of 360,000 active; activation, % at 10.6 µM; in the data active means activation above about 7.5%;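 further: 0% = vehicle and 100% = reference activator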
# Neddyl block – inhibitors of cullin neddylation, primary screen, biochemical, TR-FRET, uHTS, NAE and Ubc12; NEDD8-conjugating enzyme Ubc12 (Homo sapiens) + NEDD8-activating enzyme E1 regulatory …; calls only at 25 µM; 0.58% of 360,000 active; AID 651699, 2012; in the data active means inhibition above about 36%
# E coli Lon inh – inhibitors of E. coli Lon protease, primary screen, biochemical, fluorescence polarization; P0A9M0; purified E. coli Lon protease; inhibition, % at 7.94 µM; 0.42% of 360,000 active; AID 602123, 2011; in the data active means inhibition above about 13%, passing the limit was not always enough;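 further: 0% = enzyme with probe and DMSO and 100% = no enzyme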
# CSN deneddyl inh – inhibitors of CSN-mediated cullin deneddylation, primary screen, biochemical, fluorescence polarization, uHTS; COP9 signalosome complex subunit 5 (Homo sapiens), Q92905; Purified CSN, SCF-Nedd8-OG deneddylation; inhibition, % at 12.5 µM; 0.38% of 360,000 active; AID 651999, 2013;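 active means pattern-corrected inhibition above about 35%, with an unprinted fluorescence ratio check between 0.5 and 1.5, limit read from the data, passing the limit was not always enough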;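 further: 0% = enzyme with substrate and 100% = substrate without enzyme; some results filed as inactive read as strong as hits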
#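 Assay system: HEK293T-derived human Csn5 enzyme; quantity: 0.24 nM enzyme; medium: Tris/NaCl/DTT buffer, pH 7.5; also added: substrate SCFSkp2-Nedd8OG, 10 nM; doses: 12.5 µM compound; schedule: 90 min reaction at room temperature; signal: FP; read-out: % inhibition of substrate cleavage by Csn5; benchmarks: substrate-only high control, full reaction low control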
# * hit, by the source's call; i = inactive; nt = not tested or not shown; & = joins results of further samples; ! = repeats disagree.
# Below each SMILES: PABP1 MLLE inh, Tb MetRS inh, Neddyl block, Rin1-Abl PPI inh, CSN deneddyl inh, E coli Lon inh, FAS TE block, bovine MsrA act, MsrA inh
CC(C)N(C(=O)C(=O)c1cccn1-c1ccccc1C#N)C(C)C
 : 5, -0.5, i, -2, -8, 4, -6, -9, 0.8
Cn1c(NC(=O)c2ccc(Br)o2)cc(=O)n(C)c1=O
 : 0, -1.3, i, 0, 2, -15, -8, -8, 2.8
CCCCc1ccc(NC(=S)NCc2cccs2)cc1
 : -55, 0.4, i, 1, -2, 0, 22, 5, -0.4
CCN(CC)CCC(c1ccc(N(C)C)cc1)c1c(O)cc(OC)cc1OC (stereo not drawn)
 : -5, -0.2, i, 0, -2, 1, -11, -2, -0.5
CCN(CC)CCNC(=O)c1ccc(NC(=O)Nc2cccc3ccccc23)cc1
 : 11, -0.7, i, -1, 2, -5, -3, -8, -0.6
COc1ccc(N2C(=O)CC(NCCNc3ccc([N+](=O)[O-])cn3)C2=O)cc1 (stereo not drawn)
 : 35, -0.2, i, -1, 2, 2, -6, -15, 2.2
COc1ccccc1CNS(=O)(=O)c1ccc(-n2cnnn2)c(OC)c1
 : 14, -0.8, i, 2, -1, 2, -5, -2, -0.5
Cc1nnsc1C(=O)N1CCCC1(C)C(=O)O (stereo not drawn)
 : -4, -0.3, i, 1, 3, -6, -7, -3, -0.6
Cc1cc(NC(=O)c2ccc(F)c(S(=O)(=O)N3CCCCC3)c2)no1
 : 8, 0.0, i, 3, -3, -4, -3, -3, 0.3
COc1ccc(CNC(=S)Nc2cccc(C)c2C)cc1
 : -21, 0.0, i, 0, 0, -4, 1, -3, 0.7
Cc1cc2n(n1)SC(Nc1cccc3ccccc13)N2 (stereo not drawn)
 : -7, -0.3, i, -24, 2, -1, -5, -1, -0.3
Cn1c(=O)c2c(nc(N3CCCCCC3)n2CCSc2nc3ccccc3o2)n(C)c1=O
 : 4, -0.2, i, -1, -2, -6, 10, -3, -1.1
COc1cc(NC(=O)c2ccco2)c(OC)cc1NC(=O)CCC(=O)Nc1cc(C)cc(C)c1
 : 0, 0.0, nt, 0, -3, 7, -11, -1, 0.9
O=C(CSc1nc2ccccc2c(=O)[nH]1)NCc1ccc(Cl)cc1
 : -7, 1.9, i, 3, -1, -6, -3, 0, -0.5
CCC(=O)Nc1cc(C(=O)OCC(=O)c2ccccc2)ccc1C
 : -7, -0.7, i, -1, -7, 0, -7, -11, 0.3
Cc1ccc2c(c1)N(CC(=O)NCCCN1CCOCC1)C(=O)C(C(C)C)O2 (stereo not drawn)
 : 1, -0.2, i, 3, 4, -3, -5, -2, -0.5
CCn1cc([N+](=O)[O-])c(C(=O)N2CCCCCC2)n1
 : -8, 0.3, i, 1, -1, 7, -5, -2, -1.0
CC1(C(=O)N2CCC(CO)(Cc3cccc(C(F)(F)F)c3)CC2)CC1
 : -6, -0.4, i, 0, 1, -5, -2, 0, 3.2
COc1ccc(CC(=O)Nc2sc(Cc3ccccc3)c(C)c2C(N)=O)cc1
 : 9, 0.4, i, -5, -5, 6, 1, -1, 0.6
O=C(Nn1c(=S)[nH]c2ccccc2c1=O)c1ccncc1
 : 30, -0.4, i, 1, 4, -2, -4, -2, 0.7
COC(=O)/C=C/c1ccc(OC(=O)c2ccncc2)cc1
 : -4, -0.6, i, -1, 1, -1, 20, -3, 0.6
COc1ccc2cc3[n+](cc2c1OC)CCc1cc2c(cc1-3)OCO2
 : 18&-3, -0.1&-0.4, i, -15&-12, nt, -4&10, -4&-5, -7&-16, 6.6*!
CC1(C)CC(=O)N(c2cc(Cl)cc(Cl)c2)C(=O)C1
 : -7, -0.2, i, 3, 4, 12, -6, -1, -0.5
COc1ccc(N/C=C/C(=O)c2ccc(C)cc2)c([N+](=O)[O-])c1
 : 11, -0.6, i, -4, 14, -10, 2, -3, 0.1
CC[C@H](NC(=O)c1c(C)c(-c2ccccc2)nc2ccccc12)c1ccccc1
 : -7, -1.4, i, -3, 1, -3, -6, -6, 2.7
CC(=O)c1ccc(OCC(=O)NC(=O)NC2CCCCC2)cc1
 : -2, -0.3, i, -2, -2, -6, -1, -2, -0.8
CC1(c2ccc(OC(F)F)cc2)NC(=O)N(CC(=O)NCCC2=CCCCC2)C1=O (stereo not drawn)
 : -2, -0.3, i, -3, -3, -1, 12, -3, -0.6
CCOC(=O)CSC1=C(C#N)C(c2ccco2)C(C(=O)Nc2cccc(C(F)(F)F)c2)=C(C)N1 (stereo not drawn)
 : 13, 0.3, i, -1, 4, 0, 18, 1, -0.7
CCCNC(=O)CCn1cc(-c2ccc(OC)cc2)nc1-c1ccncc1
 : -12, -0.4, i, -2, 3, 0, -12, -1, 0.7
CC(=O)Nc1ccc(NC(=O)c2cc(C3CC3)nc3c2cnn3C(C)C)cc1
 : -8, -0.5, i, 4, -6, 7, 3, -12, 2.5
c1ccc(-c2noc(CCC3CCCC3)n2)cc1
 : 9, 0.1, i, -2, -3, -3, 16, -2, -0.4
CCOc1ccc(C(CCc2ccccc2)NC(=O)c2ccccc2F)cc1OCC (stereo not drawn)
 : -5, -0.3, i, -3, -2, 7, 27, -2, 0.7
CCOC(=O)C1CCCN(C(=O)c2cc(S(=O)(=O)N3CCCCC3)c[nH]2)C1 (stereo not drawn)
 : 7, -0.3, i, -2, 2, -9, -10, 0, 0.3
Cc1ccc(CSc2nnc([C@@H]3CCCN3)o2)cc1
 : -2, -0.6, i, 0, 0, 7, -7, -2, 1.1
Clc1ccc(CSc2ncn(-c3ccccc3)n2)cc1
 : 36, 0.2, i, 2, 0, -6, 24, -3, -0.4
Cn1c2ccccc2c(=O)c2c(=O)n(C3CCCCC3)c(-c3cccs3)nc21
 : 5, -0.7, i, 1, 6, -2, 8, -2, -0.6
N#CC1=C(SCC(=O)Nc2nccs2)NC(=O)CC1c1ccccc1 (stereo not drawn)
 : 16, 0.2, i, 2, 0, -15, -5, -1, -0.3
COc1ccc(/C=N/NC(=O)CCc2c(C)n[nH]c2C)cc1O
 : 8, -0.9, i, -1, -1, 3, -8, -8, -0.4
c1ccc(CSc2nnc([C@@H]3CCCN3)o2)cc1
 : 3, -0.1, i, 1, 2, -1, -4, 2, -0.6
CCN(CC)c1ccc2c(cc1=O)[C@@H](NC)CCc1cc(OC)c(OC)c(OC)c1-2
 : -16, 0.1, i, -3, -1, 6, -5, -2, 1.7
Nc1nc(=O)n(C2CCC(CO)O2)cc1F (stereo not drawn)
 : nt, -1.2, i, nt, 6, -1, -7, -9, -0.3
CCCOc1ccc(CCc2n[nH]c(=S)n2-c2ccccc2)cc1
 : -20, -0.1, i, -2, -7, 7, 0, -1, -1.4
COCCn1c(N)c(N(Cc2ccccc2)C(=O)C2CCCCC2)c(=O)[nH]c1=O
 : -2, -1.1, i, -2, -3, -5, -1, -11, 0.5
Cc1ccnc(NS(=O)(=O)c2ccc(NC(=O)c3ccc(S(=O)(=O)N4CC(C)OC(C)C4)cc3)cc2)n1 (stereo not drawn)
 : 12, -0.8, i, -1, -11, -10, -8, -4, -0.7
CCCCN(C)C(=O)c1sc(=O)n(Cc2ccc(Cl)c(Cl)c2)c1C
 : -5, -1.1, i, 1, -7, 3, 8, -8, -0.1
O=S(=O)(NC12CC3CC(CC(C3)C1)C2)c1ccc(F)cc1
 : -7, -0.5, i, 1, -5, -1, 5, -7, -0.4
Cc1ccc(Nc2c(O)nc[nH]c2=O)cc1
 : -3, -0.1, i, 2, -2, -8, -4, -1, -0.4
O=C(Nc1cccc(Cl)c1Cl)c1ccco1
 : 2, -0.2, i, 0, 2, -3, -2, 1, 0.9
O=C(CCCCCn1c(=S)[nH]c2ccc(N3CCOCC3)cc2c1=O)NCCc1ccccc1
 : -76, 0.3, nt, -1, 1, -21, -8, -3, -1.6
COc1cccc(C2C(C(=O)c3cc4ccccc4o3)=C(O)C(=O)N2c2cc(C)on2)c1 (stereo not drawn)
 : -6, 0.4, i, 0, -3, -24, 2, -3, 1.0
Cc1ccc(C(=O)Nc2ccc3ncccc3c2)cc1
 : 10, -1.0, i, 0, 0, 8, 0, 0, 0.4
COc1ccc(S(=O)(=O)N(C)[C@H]2C[C@H]3c4cc(-c5ccccc5)ccc4CCN3C(=O)[C@H]2[C@H](C)O)cc1
 : -10, -0.6, i, -3, 6, -1, 35, 1, -0.1
CC1=NN(c2nc(-c3ccc(F)cc3)cs2)C(=O)C1
 : 10, 0.6, i, -3, -3, -4, -4, -2, nt
CC1CCCCN1C(=O)CSc1nnc(-c2ccco2)n1CC1CCCO1 (stereo not drawn)
 : -27, -1.1, i, -2, 0, -8, -5, -15, -0.1
CCOC(=O)c1c(NC(C)=O)sc2c1CCN(Cc1ccccc1)C2
 : 7, -0.4, i, 2, 6, 5, 3, 2, 0.2
COC(=O)c1c(NC(C)=O)csc1C
 : -12, -0.3, i, -3, -3, 2, 0, -6, -1.0
CCS(=O)(=O)N1CCN(c2cccc(C)c2C)CC1
 : -1, -0.7, i, -1, -3, -3, 2, -2, -0.2
CC1CCN(S(=O)(=O)c2ccc(S(=O)(=O)NCc3ccco3)cc2)CC1
 : 4, 0.7, i, 0, 0, -5, -11, -4, 0.5
COc1ccccc1NC(=O)COC(=O)c1ccccc1OCC(=O)Nc1ccc(SC(F)F)cc1
 : -5, -1.0, i, -2, -2, -10, 24, -5, 0.6

# Full records as entered above.
# `COC(=O)c1c(NC(C)=O)csc1C` reads PABP1 MLLE inh: -12; Tb MetRS inh: -0.3; Neddyl block: i; Rin1-Abl PPI inh: -3; CSN deneddyl inh: -3; E coli Lon inh: 2; FAS TE block: 0; bovine MsrA act: -6; MsrA inh: -1.0
# `O=S(=O)(NC12CC3CC(CC(C3)C1)C2)c1ccc(F)cc1` reads PABP1 MLLE inh: -7; Tb MetRS inh: -0.5; Neddyl block: i; Rin1-Abl PPI inh: 1; CSN deneddyl inh: -5; E coli Lon inh: -1; FAS TE block: 5; bovine MsrA act: -7; MsrA inh: -0.4

# Ordered by value in bovine MsrA act (smallest number first): some entries from above
structure | PABP1 MLLE inh | Tb MetRS inh | Neddyl block | Rin1-Abl PPI inh | CSN deneddyl inh | E coli Lon inh | bovine MsrA act | MsrA inh
CCCCN(C)C(=O)c1sc(=O)n(Cc2ccc(Cl)c(Cl)c2)c1C | -5 | -1.1 | i | 1 | -7 | 3 | -8 | -0.1
O=C(CCCCCn1c(=S)[nH]c2ccc(N3CCOCC3)cc2c1=O)NCCc1ccccc1 | -76 | 0.3 | nt | -1 | 1 | -21 | -3 | -1.6
c1ccc(-c2noc(CCC3CCCC3)n2)cc1 | 9 | 0.1 | i | -2 | -3 | -3 | -2 | -0.4
c1ccc(CSc2nnc([C@@H]3CCCN3)o2)cc1 | 3 | -0.1 | i | 1 | 2 | -1 | 2 | -0.6
